aSyn yeast inh – alpha-synuclein toxicity inhibition in yeast; Yeast expressing alpha-synuclein, growth rescue, BacTiter-Glo, 24 h; AID 652106; Potency, µM (highest dose often 46.1 µM), for the others: at the highest dose growth rescue (activation), usual class: activators; 370,000 tested, 0.14% active; also: potency is read from the fitted curve at half-maximal effect; % of control where 0% means no effect; nearly all actives have a fitted effect of over 65% in size
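Screening used galactose-induced yeast with toxic alpha-synuclein levels, exposed to compound for 24 hr at 30 deg C. Cell growth, read with BacTiter-Glo luminescence, gave the measured signal.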
Abeta yeast res – restores growth of yeast expressing A-beta42 peptide | yeast expressing A-beta42, growth rescue, OD600, 48 h; response scale: 0% DMSO, 100% iron-clioquinol control | Potency, µM (series often up to 46.1 µM), for the others: top-dose growth rescue, most hits filed as activators | 410,000 tested, 0.063% active; also: potency is read from the fitted curve at half-maximal effect; nearly all actives have a fitted effect of over 55% in size
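Yeast A-beta toxicity model in growth medium with pinned compounds, 48 h at 30 C; growth read as absorbance at 600 nm. Normalized to FeCl3/clioquinol equimolar mix (positive) and DMSO (negative).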
TDP43 rescue – rescues yeast growth from TDP-43 toxicity. TDP-43 expressing yeast growth rescue, BacTiter-Glo, 24 h. 410,000 tested, 1.8% active. Potency, µM (doses to about 46.1 µM), inactives show at the top dose growth rescue (activation), most hits filed as activators; also: potency is read from the fitted curve at half-maximal effect; % of control where 0% means no effect; nearly all actives have a fitted effect of over 50% in size
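Galactose-induced TDP-43 yeast, OD600=0.02, compound pinned; 24 hr, 30 deg C; BacTiter-Glo luminescence for growth. Inhibitors of TDP-43 toxicity read as activators.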
GLP1R cytotox – cytotoxicity counter-screen for GLP-1 receptor inverse agonists; Potency, µM (doses to about 38.3 µM), inactives show at the top dose activity change, negative = inhibition, usual class: inhibitors; HEK293 cAMP-luciferase reporter cells, luminescence, 24 h; 410,000 tested, 0.13% active; AID 624418;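 also: loss of luciferase light is scored as toxicity; potency is read from the fitted curve at half-maximal effect; % is scaled to controls: 0 for no effect and ±100 for the full control effect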
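Here, cytotoxicity is scored as loss of luminescence. The MLSMR collection was tested on cells seeded in medium containing 10% Nu serum, with a 24 hr compound exposure preceded by 12 hours of culture.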
MmCpn inh – blocks the Methanococcus maripaludis chaperonin Mm-Cpn; purified Mm-Cpn ATPase, ADP Transcreener TR-FRET; Potency, µM (top dose mostly 76.9 µM), without a hit: top-dose activity, negative = inhibition, most hits filed as inhibitors; 330,000 tested, 0.031% active; AID 504842; also: potency is read from the fitted curve at half-maximal effect; % is scaled to controls: 0 for no effect and ±100 for the full control effect; nearly all actives have a fitted effect of over 80% in size
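Eu-cryptate anti-ADP/ADP-d2 competition gives a ratio inversely related to ADP. Enzyme at 25 nM was pre-exposed to compound for 10 min, then given 10 uM ATP for 30 min, 37°C throughout.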
FUS suppressor – suppressors of FUS proteinopathy in yeast; S. cerevisiae FUS-expressing, growth rescue, OD600, 24 h; Potency, µM (highest dose often 76.6 µM), for inactives: top-dose growth rescue (activation), most hits filed as activators; 390,000 tested, 0.24% active;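 also: potency is read from the fitted curve at half-maximal effect; plate controls were DMSO vehicle for no effect and reference control for full effect; nearly all actives have a fitted effect of over 55% in size; some results filed as inactive show a strong effect at the top dose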
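Compound concentration series was pinned onto galactose-induced FUS-expressing yeast seeded at OD 0.005. Plates sat 24hr at 30C; absorbance at 600 nm gave growth. DMSO served as background control.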
Akt phos inh – Akt phosphorylation inhibition | Neuro2A IGF-stimulated pAkt S473 HTRF, 20 min; hits give low values | 360,000 tested, 0.32% active | activity change, % for hits at 50 µM | AID 651550; in the data active = activity change below about -80%; inconclusive = mostly about -51% to -80%; also: % is scaled to controls: 0 for no effect and ±100 for the full control effect
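Single-point screen (50 µM final compound) in Neuro2A cells stimulated 20 min with 6 nM IGF at 37 deg C. After lysis, Ser473-phosphorylated Akt read by HTRF (ex 330 nm, em 615/665 nm) as the 665/615 ratio.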
GLP1R inv ag – GLP-1 receptor (human) inverse agonism | P43220 | HEK293 GLP-1R CRE-luciferase, luminescence, 24 h; GLP-1R form is constitutively active | Potency, µM (titrated, usually from 38.3 µM), for inactives: at the highest dose activity change, negative = inhibition, most hits filed as inhibitors | 410,000 tested, 1.6% active; also: potency is read from the fitted curve at half-maximal effect; % is scaled to controls: 0 for no effect and ±100 for the full control effect; nearly all actives have a fitted effect of over 55% in size
Target sequence (P43220 whole entry, looked up): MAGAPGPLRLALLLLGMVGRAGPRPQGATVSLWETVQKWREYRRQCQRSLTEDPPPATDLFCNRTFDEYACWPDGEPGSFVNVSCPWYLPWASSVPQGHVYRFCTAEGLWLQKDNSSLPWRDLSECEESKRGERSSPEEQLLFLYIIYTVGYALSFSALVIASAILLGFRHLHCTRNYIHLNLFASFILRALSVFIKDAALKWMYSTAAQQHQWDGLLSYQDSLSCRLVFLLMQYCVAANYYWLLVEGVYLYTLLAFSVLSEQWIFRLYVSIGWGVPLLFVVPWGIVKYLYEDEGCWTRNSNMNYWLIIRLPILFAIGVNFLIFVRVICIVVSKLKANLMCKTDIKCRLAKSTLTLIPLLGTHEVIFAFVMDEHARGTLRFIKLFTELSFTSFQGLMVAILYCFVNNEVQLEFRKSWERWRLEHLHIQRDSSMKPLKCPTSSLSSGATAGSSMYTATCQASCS
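Using stably transfected HEK293 (constitutively active GLP-1R, cAMP-luciferase reporter), compounds were incubated 24 hr and luciferase measured by luminescence.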
PTHR1 ag – agonists of human PTHR1 parathyroid hormone receptor. AID 743266. Q03431. HEK293 GP2 PTHR1 cells, GloSensor cAMP luminescence, 1 h. Potency, µM (series often up to 115 µM), inactives show at the top dose activation, actives largely listed as activators. 410,000 tested, 0.075% active; also: potency is read from the fitted curve at half-maximal effect; nearly all actives have a fitted effect of over 55% in size; some results filed as inactive show a strong effect at the top dose; inactives centre near -15; many of its hits are not listed in these tables
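HEK-293-derived GP2 cells expressing PTHR1 and a GloSensor cAMP reporter, 3,000/well, plated overnight, given luciferin plus IBMX (each 0.5 mM as added) for 1 h at 37 °C, then compound for 1 h at 37 °C. Luminescence was read after 15 min at room temperature.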
* marks the source's active call; other numbers are inactive results; i = inactive; ? = inconclusive; . = not tested or not shown; [ ] = remark or other dose. Unless noted, calls follow the shape of the dose curve; as a rule, active = well fitted curve in the direction sought with a large enough effect; inconclusive = small, poorly fitted or top-dose-only effect, or another doubt; inactive = no such curve, though single readings can be large; an effect the other way counts as inactive or inconclusive. Not all compounds are listed. The share of hits here may be higher or lower than overall.

entry	canonical_smiles	aSyn yeast inh	Abeta yeast res	TDP43 rescue	GLP1R cytotox	MmCpn inh	FUS suppressor	Akt phos inh	GLP1R inv ag	PTHR1 ag
1	CSc1nc(-c2ccccc2)nn1C(=O)c1ccccc1	4.2%	-4.8%	?	-6.9%	-0.9%	-4.1%	i	23.9%	-28.9%[57.5 µM]
2	Cc1cc(C(=O)c2cnc(/N=C/N(C)C)s2)cc(C)c1O	-12.8%	9.4%	12.2%	-15.7%	-0.2%	-4.2%	i	13.0%	-2.7%[57.5 µM]
3	CC(=O)NCCNc1nc2cc(-c3cscc3C)sc2c(=O)n1C	1.2%	9.1%	25.4%	-12.1%	.	10.0%	i	1.4%	-23.6%
4	CCC(C)C(=O)Nn1c(C2CC2)nc2cc(OC)c(OC)cc2c1=O (stereo not given)	-13.4%	7.1%	-1.3%	-1.7%[7.66 µM]	-6.3%	12.6%	i	117.5%[activator][7.66 µM]	?
5	Cc1c(NC(=O)c2nn3c(c2Br)NC(c2ccccc2)CC3C(F)(F)F)c(=O)n(-c2ccccc2)n1C (stereo not given)	-4.4%	3.5%	8.9%	-21.9%	-0.5%	.	i	0.2%	i
6	C[C@H](CO)N1C[C@H](C)[C@@H](CN(C)S(=O)(=O)c2cccs2)Oc2c(NS(=O)(=O)c3cn(C)cn3)cccc2C1=O	1.1%	0.3%	12.4%	2.6%	1.2%	3.4%	i	13.3%	-29.8%
7	CCOc1ccc(CN2CCC(=O)NC2=O)cc1	-1.2%	5.2%	15.3%	-10.9%	-0.2%	2.0%	i	-9.3%	i
8	Cc1cccc(N(C(=O)c2snc(C(N)=O)c2N)C(C(=O)NC2CCCC2)c2ccc(C)o2)c1 (stereo not given)	5.5%	2.4%	-3.9%	3.3%	-2.2%	15.4%	i	2.8%	-8.2%
9	O=C(COc1cc(Cl)c(Cl)cc1Cl)NC(=O)Nc1ccc2c(c1)OCCO2	11.3%	-0.8%	-4.8%	12.7%	1.6%	.	i	39.8%[activator]	i
10	COC(=O)c1sccc1NC(=S)Nc1ccc(F)cc1	-23.8%	9.7%	-27.0%	7.8%	-3.3%	.	i	9.1%	-18.9%
11	Cn1c(=S)[nH]c2c(c1=O)C(C)(C)Cc1ccccc1-2	-4.0%	22.9%	3.1%	?	?	-8.5%	i	?	-5.5%
12	COc1nccnc1NS(=O)(=O)c1ccc(NC(=S)NC(=O)c2ccccc2F)cc1	-2.4%	-19.5%	-25.7%	4.1%	0.5%	27.4%	i	15.2%	i
13	O=C(C1CCC1)N1CCN(S(=O)(=O)c2cccc(F)c2)CC1	-2.6%	2.3%	-13.8%	-0.9%	-0.2%	5.3%	i	3.4%	-0.3%
14	Cc1ccc2oc(=O)c(-c3ccc(O)cc3)c(C)c2c1	7.0%	-6.0%	10.0%	-15.5%	-4.1%	.	i	-0.2%	-6.9%
15	Cc1nc2nc(SCC(=O)c3ccccc3)[nH]c2cc1Br	3.5%	-16.1%	-16.8%	15.2%	-2.6%	-2.1%	i	47.7%[activator]	-11.3%
16	Cc1ccc(CNC(=O)CCCn2c(=O)c3ccccc3n(CC(=O)NCc3ccco3)c2=O)cc1	-3.8%	-4.9%	0.7%	-5.0%	1.3%	24.2%	i	2.7%	-7.2%
17	FC(F)(F)c1cnc(Oc2ccc(-c3nnco3)cc2)c(Cl)c1	23.4%	?	26.1%	-2.2%	-0.9%	-3.2%	i	13.9%	-17.8%
18	O=[N+]([O-])c1ccccc1S(=O)(=O)N1CCN(C2CCN(Cc3ccccc3)CC2)CC1	1.7%	-4.5%	-34.2%[inhibitor]	-13.6%	-4.7%	.	i	?	-3.5%
19	O=[N+]([O-])c1ccc(Cl)cc1N1CCCCC1	-4.8%	-1.5%	23.3%	-0.8%	-4.9%	-46.1%	i	?	?
20	COC(=O)c1cc2c(cc1NC(=O)CSCCc1ccccn1)OCO2	-15.4%	6.2%	7.7%	10.6%	-0.5%	-10.7%	i	3.4%	i
21	Cn1c(SCC(=O)Nc2nc3ccccc3s2)ncc(C(=O)Nc2ccc(Cl)cc2)c1=O	.	0.4%	0.0%	-13.8%	.	-20.2%	.	7.7%	-0.5%
22	COc1ccc(COC(=O)C2=C(C)NC(=O)NC2c2ccc(OC)cc2)cc1 (stereo not given)	-1.2%	-8.9%	-0.7%	-21.3%	2.4%	-13.9%	i	?	-45.8%[inhibitor]
23	COc1cccc(C(=O)COc2ccc3c(C)c(Cc4ccccc4)c(=O)oc3c2)c1	-7.5%	-16.4%	-12.4%	0.8%	-4.4%	9.1%	i	9.3%	-30.8%[inhibitor]
24	COc1ccc(CCNC(=O)c2cc3c(s2)-c2c(C)cccc2OC3)c(OC)c1	.	2.3%	0.0%[9.22 µM]	2.4%	.	3.3%	.	-31.0%	i
25	CCN1CCN(Cc2ccccc2NC(=O)Nc2ccc(C)cc2)CC1	0.4%	2.9%	8.8%	-12.7%	0.5%	13.2%	i	3.7%	-24.8%[57.5 µM]
26	CN(Cc1ccccc1)C(=S)Nc1cccnc1	1.1%	-12.6%	-4.5%	-0.7%	-16.2%	2.1%	i	8.0%	i
27	O=C(Nc1ccc(N2CCCC2)cc1)c1cc2ccccc2o1	-11.0%	-21.0%	6.8%	4.7%	-1.1%	21.2%	i	13.5%	-24.5%
28	Cc1ccc(-n2ncc(C(=O)N3CCN(c4ccc(Cl)cc4)CC3)c2C2CCN(C(=O)OC(C)(C)C)CC2)c(C)c1	.	1.8%	5.6%	-0.9%	.	3.9%	.	7.1%	-22.8%
29	COc1ccc(CN2CCC(C)(Oc3ccc(C(C)=O)cc3)C2)c2ccccc12 (stereo not given)	1.3%	-12.2%	20.3%	-10.4%	.	6.7%	i	-25.0%	i
30	COc1ccc(Cc2c(-c3cccc(Br)c3)nc3ccc(Cl)cn23)c(C)c1	-21.5%	-27.0%	?	-0.1%	.	18.1%	i	-16.7%	-14.8%
31	CN(CC(=O)Nc1ccc(OC(F)(F)F)cc1)C(=O)Cc1cccs1	3.1%	-9.8%	24.8%	-3.4%	1.4%	-1.5%	i	11.2µM*	-21.1%
32	CNC(=O)CCn1nc(-c2ccc(C)cc2)c2ccccc2c1=O	-3.8%	-8.6%	13.0%	20.2%	-0.5%	10.5%	i	17.7%	i
33	CCOC(=O)C1CCCN(C(=S)Nc2cc(C)cc(C)c2)C1 (stereo not given)	-0.8%	-1.0%	?	2.3%	-0.3%	1.9%	i	5.3%	-28.6%[57.5 µM]
34	COc1ccc(CCNC(=O)C2CCC(=O)N2S(=O)(=O)c2ccc(C)cc2)cc1 (stereo not given)	1.2%	2.8%	17.9%	2.6%	-3.2%	4.3%	i	22.1%	i
35	Cc1cccc(N2CCN(C(=O)CN3C(=O)NC(C)(C4CC4)C3=O)CC2)c1C (stereo not given)	-5.8%	10.1%	3.7%	-13.9%	0.9%	6.0%	i	-23.8%	-21.8%
36	Cc1cc(C)nc(N/N=C2/CCSc3ccc(F)cc32)n1	-4.0%	-8.9%	7.8%	11.0%	-2.4%	-3.1%	i	-9.7%	-10.3%
37	CCN1CCN(C(=O)C2=C(C(=O)O)CCCC2)CC1	1.0%	12.5%	-8.3%	1.0%	0.3%	19.8%	.	4.9%	i
38	O=C(NC1CCCc2ccccc21)c1ccc2c(c1)sc1nc(-c3ccccc3)cn12 (stereo not given)	.	-8.6%	5.3%	0.4%	.	18.0%	.	5.3%	-15.0%
39	CCCC(=O)N1CCC1(C)C(=O)NCc1ccc(SC)cc1 (stereo not given)	1.1%	-12.8%	-10.2%	11.7%	.	-10.9%	i	23.8%	25.5%
40	Cc1ccc2[nH]cc(C(=O)CN3CCOCC3)c2c1	1.0%	5.9%	-24.5%	1.4%	0.2%	21.5%	i	0.0%	?

Screening data: PubChem, National Center for Advancing Translational Sciences (NCATS)
